Runt-CBFb FRET = inhibitors of RUNX1 Runt–CBFb binding, primary screen, biochemical, FRET, Cerulean-Runt, Venus-CBFb, uHTS; Runt-related transcription factor 1 (Homo sapiens) + Core-binding factor subunit beta …; Cerulean-Runt/Venus-CBFb FRET ratio 530/480, 1 h; actives 0.46% (n = 220,000); inhibition, % at 20 µM;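 active means inhibition over about 50% at 20 µM in the single-dose screen, limit read from the data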;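 further: 0% = DMSO wells and 100% = excess unlabeled CBFb competitor control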
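test system = Cerulean-Runt domain fusion protein, energy donor | probe or stimulus = Venus-CBFb binding partner, 100 nM | incubation = two 1 h room-temperature incubations shielded from light | detection = fluorescence energy transfer, 422 nm excitation, 530/480 nm emission | measure = loss of energy transfer signal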
Hck-Nef inh = inhibitors of Nef-activated human Hck kinase, primary screen, biochemical, Z-Lyte FRET, 384-well, Hck-YEEI; AID 463187, 2010; actives 0.68% (n = 220,000); Recombinant Hck-YEEI plus Nef, Z-Lyte FRET kinase assay; inhibition, % at 20 µM; Tyrosine-protein kinase HCK (Homo sapiens), P08631;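 active means Hck-Nef kinase inhibition above about 50%, limit read from the data; inactive means inhibition below that limit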;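 further: 0% = DMSO with Hck plus Nef and 100% = Hck alone without Nef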
Target sequence (P08631 whole entry, looked up): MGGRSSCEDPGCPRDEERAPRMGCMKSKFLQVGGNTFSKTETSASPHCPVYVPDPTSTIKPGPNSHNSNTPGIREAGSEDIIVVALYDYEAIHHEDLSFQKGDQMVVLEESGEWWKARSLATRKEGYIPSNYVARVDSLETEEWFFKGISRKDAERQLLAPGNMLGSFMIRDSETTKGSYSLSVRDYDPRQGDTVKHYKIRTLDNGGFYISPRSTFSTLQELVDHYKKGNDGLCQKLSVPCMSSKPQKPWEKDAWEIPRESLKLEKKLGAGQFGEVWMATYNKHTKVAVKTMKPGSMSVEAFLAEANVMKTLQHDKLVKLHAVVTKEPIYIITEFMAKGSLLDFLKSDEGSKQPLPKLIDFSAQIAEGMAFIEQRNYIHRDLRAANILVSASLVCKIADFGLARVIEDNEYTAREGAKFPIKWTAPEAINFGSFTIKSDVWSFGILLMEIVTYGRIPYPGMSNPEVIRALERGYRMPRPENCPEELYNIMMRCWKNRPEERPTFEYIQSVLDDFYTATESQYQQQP
Runt-SMMHC FRET = inhibitors of RUNX1 Runt–CBFb-SMMHC binding, primary screen, biochemical, FRET, Cerulean-Runt, Venus-CBFb-SMMHC, uHTS | Runt-related transcription factor 1 (Homo sapiens) + Core-binding factor subunit beta … | Cerulean-Runt/Venus-CBFb-SMMHC FRET ratio 530/480, 1 h | inhibition, % at 20 µM | actives 0.74% (n = 220,000) | AID 1434, 2008;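 active means mean inhibition across duplicate retests at 20 µM reaching about 50%, limit read from the data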;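 further: 0% = DMSO wells and 100% = wells with excess untagged CBFb-SMMHC; inhibitors lower the FRET ratio by blocking Runt binding to CBFb-SMMHC; some results filed as inactive read as strong as hits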
p97 ATPase inh = inhibitors of human p97 ATPase, primary screen, biochemical. Transitional endoplasmic reticulum ATPase (Homo sapiens), P55072. recombinant p97 ATPase, Kinase-Glo ATP luminescence, 3 h. inhibition, % at 8 µM. actives 0.42% (n = 220,000). AID 1481, 2009; in the data active means inhibition above about 15%;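 further: 0% = DMSO vehicle and 100% = wells lacking enzyme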
RBBP9 inhibitor = human RBBP9 inhibitors, primary screen, biochemical, fluorescence polarization, FP-Rh probe, HTS; recombinant RBBP9; actives 0.2% (n = 220,000); inhibition, % at 7.94 µM; Serine hydrolase RBBP9 (Homo sapiens), O75884;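 active means inhibition above the campaign mean of all tested compounds plus 3 SD, cut at about 14% in these data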;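 further: plate controls were DMSO wells with RBBP9 for no effect and wells lacking RBBP9 protein for full effect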
Target sequence (O75884 whole entry, looked up): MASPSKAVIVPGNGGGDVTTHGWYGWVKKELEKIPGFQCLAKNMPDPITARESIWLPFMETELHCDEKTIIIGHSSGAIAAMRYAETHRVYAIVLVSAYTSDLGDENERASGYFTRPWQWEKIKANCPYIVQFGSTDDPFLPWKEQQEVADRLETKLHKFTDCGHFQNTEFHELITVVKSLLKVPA
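System: RBBP9 protein / Buffer or medium: Tris/NaCl buffer pH 8.0 with 0.1% Pluronic / Probe or stimulus: Serine-hydrolase probe FP-Rh, 375 nM pre-mixing / Dosing: 7.94 µM single dose, 0.794% DMSO / Times: enzyme-compound preincubation 30 min, then probe labeling 45 min, 25 °C / Technique: fluorescence polarization (mP), excitation 525 nm, emission 598 nm / Replication: singlicate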
NPY-Y1 antag = NPY-Y1 receptor antagonists, primary screen, cell-based | Neuropeptide Y receptor type 1 (Homo sapiens), P25929 | HEK293-CNG Y1 cells, membrane potential fluorescence; NPY at EC95, then isoproterenol | AID 1040, 2008 | actives 1% (n = 200,000) | inhibition, % at 3.6 µM;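 active means inhibition above the campaign mean inhibition of all tested compounds plus 3 SD, cut at about 20% in these data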;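 further: 0% = DMSO wells given NPY plus isoproterenol and 100% = isoproterenol alone without NPY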
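Assay system: HEK293 Y1/CNG channel cell line; Doses: single compound dose of 3.6 µM, 0.4% DMSO; Timing: dye 3 h, compound 60 min room temperature, stimulation 45 min; Technique: Membrane-potential fluorescent dye readout; Measure: % inhibition of NPY effect.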
Mdm2 ligase inh = MDM2-luciferase reporter signal enhancers, primary screen, MDM2 E3 ligase inhibitor project, cell-based, luminescence, 1536-well; AID 1230, 2008; E3 ubiquitin-protein ligase Mdm2 (Homo sapiens), Q00987; signal enhancement, % at 5 µM; cell-based MDM2 ubiquitination luciferase reporter, 2 h; 0 = plate control, 100 = twice control, blank-subtracted; actives 0.11% (n = 210,000);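 active means signal enhancement of 30% or more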;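 further: luminescence tracks abundance of the self-degrading MDM2-luciferase fusion protein; higher signal means inhibition of MDM2 E3 ligase activity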
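Timing – 2 h compound exposure at 37 °C · Assay system – mammalian cells stably expressing self-ubiquitinating, self-degrading MDM2 E3–luciferase fusion · Amount – 2000 cells seeded into each well · Measure – % luminescence enhancement versus blank-corrected plate control mean · Measured by – SteadyLite luminescence, 15 min reagent step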
NPY1 pot ag = NPY-Y1 receptor potentiators or agonists, primary screen, cell-based; activation, % at 3.6 µM; NPY-Y1 expressing cells, potentiator/agonist activation; Neuropeptide Y receptor type 1 (Homo sapiens), P25929; actives 0.37% (n = 220,000); in the data active means activation above about 33%, passing the limit was not always enough;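 further: cells stimulated with NPY at EC10 then isoproterenol at EC100; 0% = low agonist plus stimulus and 100% = saturating agonist plus stimulus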
NPY2 pot ag = NPY-Y2 potentiators or agonists, primary screen, cell-based. Neuropeptide Y receptor type 2 (Homo sapiens), P49146. cells expressing NPY-Y2, potentiator/agonist read-out. activation, % at 3.6 µM. actives 0.45% (n = 220,000); in the data active means activation above about 27%;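 further: cells stimulated with NPY near EC25 plus isoproterenol at EC100; 0% = vehicle plus submaximal agonist and 100% = vehicle plus saturating agonist; some results beyond the cut were filed as inactive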
Target sequence (P49146 whole entry, looked up): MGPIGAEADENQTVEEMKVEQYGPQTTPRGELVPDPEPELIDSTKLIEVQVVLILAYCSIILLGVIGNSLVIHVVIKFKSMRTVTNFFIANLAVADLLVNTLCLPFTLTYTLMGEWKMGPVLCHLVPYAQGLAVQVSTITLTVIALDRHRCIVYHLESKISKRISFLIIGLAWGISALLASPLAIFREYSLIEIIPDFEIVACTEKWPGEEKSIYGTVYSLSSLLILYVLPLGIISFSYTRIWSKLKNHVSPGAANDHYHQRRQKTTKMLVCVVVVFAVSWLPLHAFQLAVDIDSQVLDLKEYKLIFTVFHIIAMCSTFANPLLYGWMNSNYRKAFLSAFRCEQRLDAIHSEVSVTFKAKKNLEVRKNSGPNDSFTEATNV
Numbers without * were called inactive; . = no result given.

SMILES	Runt-CBFb FRET	Hck-Nef inh	Runt-SMMHC FRET	p97 ATPase inh	RBBP9 inhibitor	NPY-Y1 antag	Mdm2 ligase inh	NPY1 pot ag	NPY2 pot ag
Cc1c(C(=O)NCc2ccc(F)cc2)c(-c2ccccc2)nn1-c1ccccc1	-2	6	0	-2	-8	-3	-4	3	0
CC1CCCCC1NC(=S)NC(=O)c1cccs1 (stereo unspecified)	1	11	-3	3	12	.	.	12	-13
NC(=O)/C=C/C(=O)Nc1ccc(Cl)cc1	16	1	12	9	-10	-1	-1	11	4
Cc1nn2c(NCCCN3CCOCC3)c3c(nc2c1-c1ccccc1)CCC3	-3	0	0	-2	2	-1	-12	5	1
N#CCCN(CCC#N)C(=S)NC1CC2C=CC1C2 (stereo unspecified)	1	0	-4	8	3	.	-25	11	-20
Cc1ccc2c(c1)-c1c(cnn1CC(=O)O)CO2	-1	-1	1	2	-8	-3	-3	-1	0
COC(=O)c1scc(S(C)(=O)=O)c1-n1cccc1	-1	16	1	5	-9	.	4	19	-4
COc1ccc(C2CC(c3cccs3)=NN2C(=O)CSc2nncs2)cc1OC (stereo unspecified)	-1	21	-4	5	-7	2	3	10	-7
O=C(NCC1CCCO1)c1ccc(Oc2ccc([N+](=O)[O-])cc2)cc1 (stereo unspecified)	0	3	0	2	-1	-1	-17	11	-6
Cc1cc(=O)[nH]c(SCC(=O)N2CCC(Cc3ccccc3)CC2)n1	-2	-17	-2	-4	-6	6	-15	-11	4
O=C(/C=C/c1cccc(Br)c1)N1CCN(c2ccccn2)CC1	-5	22	0	1	0	12	-5	-6	-19
Cc1ccccc1/C=N/n1c(-c2ccccn2)n[nH]c1=S	17	-6	4	6	-8	.	-9	2	0
CCCCC(CC)CNC(=O)C(Cc1ccccc1)NS(=O)(=O)c1ccc2c(c1)CCC(=O)N2 (stereo unspecified)	.	-6	2	0	-3	-7	-7	4	-2
COc1ccc(C(=O)COC(=O)CCn2nnc(-c3cccc(O)c3OC)n2)cc1	-2	0	-1	-1	-7	-2	16	5	-12
Cc1ccc(-n2cc(CNC(C)Cn3cncn3)c(-c3ccc(F)cc3)n2)cc1 (stereo unspecified)	-3	15	-5	0	-5	9	0	-18	-22
O=C(c1ccc2c(c1)c(=O)oc1ccccc12)N1CCCCC1	.	2	.	4	3	4	.	-1	0
O=S(=O)(NC1CCCCCC1)c1cccc2cccnc12	3	-2	-5	-4	-3	-6	-6	-1	-8
N#Cc1c2c(c(NCc3ccco3)n3c1nc1ccccc13)CCC2	17	11	.	9	-1	-9	-9	23	3
CCOC(=O)c1c(NC(=O)C(F)(OC)C(F)(F)F)sc(C(=O)N2CCCCC2)c1C (stereo unspecified)	-8	1	-4	0	-3	22*	-14	-15	9
CCOC(=O)CN1CC23C=CC(O2)C(C(=O)NC2CCCCCC2)C3C1=O (stereo unspecified)	2	19	1	1	-4	-4	-6	4	1
Cc1cc(C)n(-c2nc(NCC(C)O)c3c4c(sc3n2)COC(C)(C)C4)n1 (stereo unspecified)	-1	1	3	1	-2	3	-13	9	-22
O=C(/C=C/c1cccs1)Nc1ccc(N2CCOCC2)c(S(=O)(=O)Nc2ccccc2Cl)c1	-2	6	-3	5	-51	-1	-8	0	2
COc1ccc2[nH]c(=O)c(CN(C(=O)c3cccnc3)c3ccccc3C)cc2c1	2	14	-1	5	-3	.	4	-3	-25
COc1ccc(CN2CCNC(=O)C2CC(=O)N(Cc2nccn2C)C(C)C)c(OC)c1 (stereo unspecified)	1	16	-1	3	-8	.	-10	-9	-27
Cc1c(Cc2ccccc2)c(=O)oc2cc(O)ccc12	66*	139*	128*	6	-6	.	-3	2	0

One compound at a time (already shown):
Cc1cc(C)n(-c2nc(NCC(C)O)c3c4c(sc3n2)COC(C)(C)C4)n1 (stereo unspecified) in the list: Runt-CBFb FRET: -1; Hck-Nef inh: 1; Runt-SMMHC FRET: 3; p97 ATPase inh: 1; RBBP9 inhibitor: -2; NPY-Y1 antag: 3; Mdm2 ligase inh: -13; NPY1 pot ag: 9; NPY2 pot ag: -22
Cc1cc(=O)[nH]c(SCC(=O)N2CCC(Cc3ccccc3)CC2)n1 in the list: Runt-CBFb FRET: -2; Hck-Nef inh: -17; Runt-SMMHC FRET: -2; p97 ATPase inh: -4; RBBP9 inhibitor: -6; NPY-Y1 antag: 6; Mdm2 ligase inh: -15; NPY1 pot ag: -11; NPY2 pot ag: 4

(more compounds)
SMILES	Runt-CBFb FRET	Hck-Nef inh	Runt-SMMHC FRET	p97 ATPase inh	RBBP9 inhibitor	NPY-Y1 antag	Mdm2 ligase inh	NPY1 pot ag	NPY2 pot ag
CC/C(Cc1ccccc1)=N\NC(=O)c1cc(C)oc1C	2	1	0	-1	-3	9	-9	4	-4
Cc1c(C#N)c2ccccc2n1CC(=O)NC(C)c1ccccc1 (stereo unspecified)	-1	3	0	2	-2	4	-1	-5	5
CCOCCn1c(SCc2cccc(C)c2)nc2c1c(=O)[nH]c(=O)n2C	1	2	1	-3	-6	0	-13	-11	-11
O=S(=O)(c1ccc(Br)cc1)c1nc(-c2ccco2)oc1NCC1CCCO1 (stereo unspecified)	-1	25	1	4	8	2	-24	11	7
COc1ccc(/C=N/NC(=O)CCn2c3ccccc3c3ccccc32)cc1OC	-3	3	-6	10	-8	-3	2	-7	8
c1ccc(CSc2ncnc3sccc23)cc1	0	-8	-4	-2	-6	1	-93	-3	-12
Cn1c(C(=O)NCc2ccco2)cc2c(=O)[nH]c3ccccc3c21	2	16	1	-2	-6	1	-21	15	7
CCOC(=O)CN1N=C(/C=C/c2ccc(C(C)C)cc2)CCC1=O	-9	16	-4	0	-1	0	-2	-7	-4
CCOC(=O)C1(Cc2cccc(OC)c2)CCCN(C(=O)c2ccccc2C)C1 (stereo unspecified)	2	17	2	-2	-8	.	-6	-11	-18
Cc1cc(C)nc(N/N=C/c2cccc(Cl)c2)n1	1	28	-2	-1	0	2	-1	8	-10
COc1ccc(Nc2cc(C)nc(N)n2)cc1	-1	26	-4	0	-6	.	.	0	-3
CC(Sc1ccccc1)C(=O)NN=C1CCCC1 (stereo unspecified)	-1	22	1	5	-7	-2	-2	-6	-14
CC12CCC(C(=O)N3CCCc4ccccc43)(CC1=O)C2(C)C (stereo unspecified)	0	2	5	2	1	-1	-12	9	10
O=C1/C(=C/c2ccco2)CCC1C1CCCC1 (stereo unspecified)	-2	26	2	-1	1	6	-1	-4	-21
CC1CC(C)CN(CCOc2ccc(Cl)cc2Cl)C1 (stereo unspecified)	0	3	1	-5	-7	9	-20	-5	-21
Cc1ccccc1C(=O)NC(=S)N(C)CCc1ccccn1	0	10	-4	-1	-10	-2	3	1	-2
C=CCSc1cc(C)nc2c(-c3ccccc3)cnn12	-2	-11	1	-3	-2	.	-10	9	-7
COc1cc2c(cc1NC(C)=O)CCCC2	3	1	2	-2	3	-5	-11	11	-2
CN(C)c1ccc(/C=C/C(=O)c2ccccc2)cc1[N+](=O)[O-]	-2	4	-7	1	2	2	-7	1	7
O=C(O)c1ccc(-n2nnnc2Oc2ccccc2C(=O)N2CCOCC2)cc1	2	-13	0	-5	-10	3	-2	10	-10
Cc1ccc(C2c3c(-c4ccccc4O)n[nH]c3C(=O)N2Cc2ccncc2)cc1 (stereo unspecified)	0	3	-51	0	-3	2	7	4	-2
COc1cc(/C=N/NC(=O)c2sc3ccccc3c2Cl)ccc1OC(=O)c1ccc([N+](=O)[O-])cc1	0	22	5	4	-7	.	.	6	-14
COCCCNc1ncnc2c1[nH]c1ccccc12	-4	0	1	-1	-3	1	-29	0	0
O=C(Nc1cnccn1)c1cccnc1	0	-9	-1	0	6	3	13	-16	12
CCOC(=O)c1c(NC(C)=O)sc2c1CCCNC2=O	2	2	-3	7	-3	5	-6	-9	9
(further entries)
SMILES	Runt-CBFb FRET	Hck-Nef inh	Runt-SMMHC FRET	p97 ATPase inh	RBBP9 inhibitor	NPY-Y1 antag	Mdm2 ligase inh	NPY1 pot ag	NPY2 pot ag
CC1CCCCN1C(=O)COC(=O)c1n[nH]c2ccccc12 (stereo unspecified)	3	-1	-1	-2	1	8	-1	-4	-6
CN(C)C(=O)CC12CC3CC(C1)CC(CC(=O)N(C)C)(C3)C2	0	8	-1	3	-8	-1	-2	9	-1
CCCCC(=O)Nc1nc(C)c(-c2csc(Nc3ccc(Cl)cc3)n2)s1	1	-1	-5	4	-3	4	-21	5	8
NS(=O)(=O)c1ccc(NC(=S)NC(=O)/C=C/c2ccco2)cc1	9	1	0	6	-9	5	-11	-1	2
Cc1ccc(C(NC(=O)N2CCCCC2)=C(Cl)Cl)cc1F	1	4	2	0	0	1	-6	14	13
Cc1nc2ccccc2c(=O)n1Cc1ccco1	1	2	-3	1	5	.	-17	-3	-10
CCOC(=O)c1cnc2c(ccc3ccccc32)c1NCCO	-7	7	2	2	-4	-1	5	22	21
CN(Cc1nc2ccccc2c(=O)[nH]1)CC(O)COCc1ccco1 (stereo unspecified)	1	0	5	0	1	4	-4	-7	-6
CC(=O)NC1C(=O)N=C(SCC(=O)Nc2cccc(Cl)c2)NC1=O (stereo unspecified)	2	27	-1	9	-8	2	-13	6	0
O=C(Cc1cccs1)Nc1nnc(-c2ccc(F)cc2)s1	-1	-2	6	4	0	-3	-7	1	-12
COc1cc(-c2noc(CCCC(=O)Nc3cccnc3)n2)cc(OC)c1OC	0	1	1	3	-3	.	-8	5	-15
NC(=O)C(Cc1ccccc1)NS(=O)(=O)c1ccc(N2CCCC2=O)cc1 (stereo unspecified)	0	2	6	2	2	7	-15	-16	-2
CCOC(=O)c1c(-c2ccc(F)cc2)cn2ccccc12	0	1	-4	6	-3	8	-3	8	-3
O=[N+]([O-])c1cccc(NC(=S)NCc2ccncc2)c1	21	14	0	5	-5	3	-6	-7	7

Compound activity as filed in PubChem BioAssay.
